# High-throughput results from PubChem BioAssay.
# FXIa inh: human FXIa protease inhibitors, primary screen, biochemical, 1536-well; Coagulation factor XI (Homo sapiens), P03951; purified FXIa, Boc-Glu-Ala-Arg-AMC fluorogenic substrate; hit rate 0.14% among 220,000; inhibition, % at 5 µM;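 active means inhibition of at least 40%; inactive means inhibition below 40%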;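 further: fluorescence of freed AMC excited at 355 nm; 0% = enzyme without compound and 100% = no enzyme blank; many of its hits are not listed in these tables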
# KLK5 inh: human KLK5 protease inhibitors, primary screen, biochemical, 1536-well; Kallikrein-5 (Homo sapiens), Q9Y337; recombinant hK5, fluorogenic AMC substrate cleavage; inhibition, % at 5 µM; hit rate 0.59% among 210,000;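 active means inhibition of 40% or more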;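 further: 0% = enzyme controls without compound and 100% = no-enzyme blanks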
# Target sequence (Q9Y337 67-293 limits assumed): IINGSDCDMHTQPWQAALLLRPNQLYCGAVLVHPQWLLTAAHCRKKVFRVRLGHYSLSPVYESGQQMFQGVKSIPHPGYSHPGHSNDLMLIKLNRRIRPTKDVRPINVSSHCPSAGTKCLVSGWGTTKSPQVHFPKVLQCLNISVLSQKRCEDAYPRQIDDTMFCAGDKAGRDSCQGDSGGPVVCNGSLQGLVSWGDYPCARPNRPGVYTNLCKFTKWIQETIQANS
# Rad51 HR inh: human RAD51 strand exchange inhibitors, primary screen, biochemical, fluorescence; DNA repair protein RAD51 homolog 1 (Homo sapiens), Q06609; hRad51 DNA strand exchange, fluorescence dequenching; inhibition, % at 10 µM; hit rate 0.085% among 200,000; AID 1385, 2008;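 active means inhibition above 40% at the single screening dose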;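 further: 0% = DMSO control wells and 100% = blanks with heterologous ssDNA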
# Target sequence (Q06609 whole entry, looked up): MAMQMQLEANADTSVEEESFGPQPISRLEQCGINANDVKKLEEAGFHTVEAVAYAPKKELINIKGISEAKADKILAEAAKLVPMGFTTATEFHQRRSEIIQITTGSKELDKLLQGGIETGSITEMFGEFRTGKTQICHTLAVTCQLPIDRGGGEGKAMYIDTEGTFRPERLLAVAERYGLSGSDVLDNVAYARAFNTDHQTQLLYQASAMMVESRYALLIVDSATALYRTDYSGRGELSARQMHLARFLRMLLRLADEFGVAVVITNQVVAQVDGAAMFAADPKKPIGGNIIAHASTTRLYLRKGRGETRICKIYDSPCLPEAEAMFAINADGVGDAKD
#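 Material: hRad51 filaments on single-stranded DNA; Reagent: Donor/quencher-labelled 47-bp dsDNA substrate; Compound: 10 µM final, single point; Schedule: 37 °C 15-min filament assembly, 30-min compound preincubation, 15-min exchange; Technique: FRET fluorescence, excitation 485 nm, emission 520 nm; Benchmarks: control wells and blank wells on each plate.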
# TNF death inh: inhibitors of TNF-alpha triggered necroptosis, primary screen, cell-based, Jurkat FADD-/-, single concentration. hit rate 0.068% among 220,000. activation (protection from cell death), % at 10 µM. Jurkat FADD-/- TNF necroptosis rescue, ATP luminescence, 24 h; 0 = TNF only, 100 = no-TNF cells. AID 463075, 2010;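 active means activation, meaning protection from cell death, of at least 50% relative to plate controls; inactive means activation below 50%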;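 further: necroptosis triggered by 40 ng/mL TNF-alpha added together with compound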
# L929 necroptosis: inhibitors of zVAD-triggered necroptosis, primary screen, L929 cells; viability rescue, % at 10 µM; L929 zVAD necroptosis rescue, ATP luminescence, 24 h; with zVAD 60 µM; hit rate 0.38% among 220,000; AID 1377, 2008;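 active means activation, scaled between plate controls, above about 75%, limit read from the data; inactive means activation under that limit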;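 further: 0% = zVAD with DMSO and 100% = DMSO alone without zVAD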
# Hck Nef HTS: inhibitors of Nef-activated human Hck kinase, primary screen, biochemical, Z-Lyte FRET, 384-well, Hck-YEEI; hit rate 0.68% among 220,000; inhibition, % at 20 µM; Recombinant Hck-YEEI plus Nef, Z-Lyte FRET kinase assay;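 active means Hck-Nef kinase inhibition above about 50%, limit read from the data; inactive means inhibition below that limit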;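 further: 0% = DMSO with Hck plus Nef and 100% = Hck alone without Nef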
# Target sequence (P08631 whole entry, looked up): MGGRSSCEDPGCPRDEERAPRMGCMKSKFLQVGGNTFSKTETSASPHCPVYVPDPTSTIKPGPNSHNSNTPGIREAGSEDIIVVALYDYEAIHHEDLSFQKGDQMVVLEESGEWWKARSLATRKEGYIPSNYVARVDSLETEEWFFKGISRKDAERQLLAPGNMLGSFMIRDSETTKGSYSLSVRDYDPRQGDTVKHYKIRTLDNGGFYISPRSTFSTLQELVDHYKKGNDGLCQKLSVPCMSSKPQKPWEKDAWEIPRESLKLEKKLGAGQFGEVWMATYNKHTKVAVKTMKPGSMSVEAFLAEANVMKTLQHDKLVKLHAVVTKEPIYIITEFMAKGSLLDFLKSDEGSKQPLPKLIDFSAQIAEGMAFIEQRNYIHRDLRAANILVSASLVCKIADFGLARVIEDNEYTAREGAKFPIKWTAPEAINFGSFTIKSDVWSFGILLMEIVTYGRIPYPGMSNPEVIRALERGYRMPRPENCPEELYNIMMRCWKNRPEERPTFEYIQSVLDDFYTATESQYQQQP
# Thrombin inh: human alpha-thrombin inhibitors, primary screen, counter-screen for coagulation protease inhibitor project, biochemical, 1536-well, fluorogenic AMC substrate. inhibition, % at 5 µM. Boc-VPR-AMC fluorogenic substrate cleavage. hit rate 0.26% among 220,000;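 active means inhibition at or above 40%; inactive means inhibition below 40%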;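 further: 0% = enzyme with no compound and 100% = wells without enzyme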
#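 Material: Human alpha-thrombin protein | Buffer or medium: pH 7.5 Tris-saline with Tween 20 | Reagent: Boc-VPR-AMC substrate, 15 µM final | Schedule: Reaction at ambient temperature | Detection: AMC fluorescence at 355 nm excitation and 460 nm emission | Evaluation: Percent inhibition scaled between no-compound controls and no-enzyme blanks | Controls: no-compound enzyme wells and no-enzyme blanks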
# Cl transport mod: KCC2 cotransporter modulators, thallium flux, primary screen, cell-based, HEK293 KCC2, FluoZin-2 fluorescence, MLSMR; B-score of Tl+ flux slope (higher = more flux/activation; lower = inhibition) at 10 µM; hit rate 2.2% among 190,000; KCC2 cells, thallium flux FluoZin-2 fluorescence; Solute carrier family 12 member 5 (Homo sapiens), Q9H2X9; AID 1456, 2008;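 active means thallium flux slope and its plate-corrected score both differing from the plate sample mean at a set confidence after two filtering rounds, in either direction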;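 further: slope of fluorescence scaled to starting intensity during 10 to 20 s after thallium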
# FXIIa inh: human FXIIa protease inhibitors, primary screen, biochemical, 1536-well. AID 800, 2007. inhibition, % at 5 µM. Coagulation factor XII (Homo sapiens), P00748. hit rate 0.3% among 220,000. purified FXIIa, Boc-QGR-AMC fluorogenic substrate, 2 h; in the data active means inhibition above about 40%;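 further: 0% = enzyme with no compound and 100% = blank without enzyme; many of its hits are not listed in these tables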
# An asterisk follows results filed as active; . = not tested or not shown. Not all compounds are listed; the hit share may differ from the screen's.
SMILES,FXIa inh,KLK5 inh,Rad51 HR inh,TNF death inh,L929 necroptosis,Hck Nef HTS,Thrombin inh,Cl transport mod,FXIIa inh
O=C(c1ccccc1)c1ccc(OCCCN2CCCC2)cc1,3,-7,.,1.2,-0.1,2,1,-0.047,7
O=C(O)C12C[C@H]3C[C@@H](C1)CC(n1ncc(N4CCN(c5ccccc5)CC4)c(Cl)c1=O)(C3)C2,-6,-30,-1,1.5,1.3,3,-5,-0.55,3
Cc1ccc2nc(NC(=O)C(NS(=O)(=O)c3cccc4nsnc34)C(C)C)sc2c1 (stereo not drawn),0,-17,-2,-1.0,0.3,-1,-7,-0.028,8
CC(C)C[C@@H](CSc1ccc(Br)cc1)N1CCN(CC(C)C)CCC1=O,-1,0,1,-0.1,1.0,27,-3,-2.5,6
COc1ccc(-c2cc(C(F)(F)F)nc(NCc3cccs3)n2)cc1,10,-9,-33,2.3,2.0,5,2,-0.5,13
C=CCn1c(SC)nnc1-c1ccc2ncccc2c1,2,1,5,-0.8,0.4,14,0,0.12,7
CCN(CC)S(=O)(=O)c1cccc(C(=O)Nc2cc(C)nn2-c2ccccc2)c1,-9,1,-6,2.4,-0.5,-1,-5,-0.16,-8
CCCOc1ccc(CCC(=O)N/N=C/c2ccncc2)cc1,1,2,-12,-0.8,-0.5,7,0,-0.62,12
c1csc(CNc2nc3ccccc3n2CCN2CCOCC2)c1,3,-3,0,2.7,0.2,-2,-3,.,9
O=C(NCC1COc2ccccc2O1)C1CCCN(S(=O)(=O)c2cccc3nsnc23)C1 (stereo not drawn),20,-29,-8,-1.7,-0.3,-1,4,.,29
CC(=O)Nc1ccc(/C(C)=N/NC(=O)c2ccc(CN3CCOCC3)cc2)cc1,-2,-1,4,3.3,13,24,-9,-0.15,4
COc1ccccc1N1CCN(S(=O)(=O)c2ccc(-n3cnnn3)c(C)c2)CC1,10,-7,35,-1.6,0.4,-1,0,-1.2,10
COc1ccc2nc(SCC(=O)N3CCCCC3)c(C#N)cc2c1,-3,-4,10,1.2,5.2,25,-10,0.18,4
CCOC(=O)c1c(NC(=S)N2CCCCC2)sc2c1CCN(C(=O)OCC)C2,-3,-1,-4,-1.1,-1.3,-4,4,-0.65,8
COc1ccc(-n2cc(CNCCCn3ccnc3)c(-c3ccccc3Cl)n2)cc1,9,2,-8,1.6,0.1,13,-11,0.0092,9
O=C(NC1CCCCC1)c1ccc(-n2cnnn2)cc1,2,-1,4,0.5,-0.1,13,3,0.45,3
CCC(/C=C1\Sc2ccc(OC)cc2N1CCO)=C\c1sc2ccc(OC)cc2[n+]1CCO,-15,-20,.,-9.1,-1.1,9,-3,-0.78,1
Cn1c(O)c(C=NC(CC(N)=O)C(=O)O)c(=O)n(C)c1=O (stereo not drawn),-3,-19,3,0.6,2.3,1,-11,-0.41,16
CCOc1ccc(/C=N/Nc2nc(=O)[nH]nc2C)cc1OC,-2,.,.,-0.2,-0.1,5,-5,-0.36,4
CCNC(=O)N(C(=O)NCC)n1c(C)nnc1C,0,2,5,-0.4,-0.1,1,-4,0.0027,9

# Structures shown so far containing a thiophene ring, fused or not (3):
SMILES,FXIa inh,KLK5 inh,Rad51 HR inh,TNF death inh,L929 necroptosis,Hck Nef HTS,Thrombin inh,Cl transport mod,FXIIa inh
COc1ccc(-c2cc(C(F)(F)F)nc(NCc3cccs3)n2)cc1,10,-9,-33,2.3,2.0,5,2,-0.5,13
c1csc(CNc2nc3ccccc3n2CCN2CCOCC2)c1,3,-3,0,2.7,0.2,-2,-3,.,9
CCOC(=O)c1c(NC(=S)N2CCCCC2)sc2c1CCN(C(=O)OCC)C2,-3,-1,-4,-1.1,-1.3,-4,4,-0.65,8

# Other records
SMILES,FXIa inh,KLK5 inh,Rad51 HR inh,TNF death inh,L929 necroptosis,Hck Nef HTS,Thrombin inh,Cl transport mod,FXIIa inh
CCCc1cc(=O)[nH]c(SCC(=O)Nc2ccc3c(c2)CCC3)n1,15,14,-4,0.0,0.3,9,-6,.,15
CN(C)C(=O)c1ccccc1Sc1ccc(Cl)cc1Cl,6,5,-5,-2.5,0.1,16,3,-1.7,8
CCc1cc(C(=O)O)c(NC(=O)/C=C/c2ccc(OC)cc2)s1,0,5,11,3.5,0.7,16,-4,-0.74,3
COc1ccc(OCC(=O)NNC(=O)c2cccs2)cc1,0,13,2,-1.8,0.0,3,0,1.9,16
COc1ccc(SC[C@H](CC(C)C)N2CCN(CCc3ccccc3)CCC2=O)cc1,0,3,-1,0.1,0.0,34,0,-4.6*,5
CN1/C(=C\C(=O)COC(=O)c2ccc(O)cc2)C(C)(C)c2ccccc21,-3,24,-22,-3.9,0.3,8,-1,-3.2,8
CC(C)NC(=O)NC(=O)COC(=O)c1ccc(OC(F)(F)F)cc1,-9,-10,-2,0.9,0.8,5,-21,-0.0034,-5
O=C(CN1C(=O)c2ccccc2C1=O)N1CCN=C1c1ccccc1,19,8,-6,-0.6,0.3,-4,10,1.5,18
COc1ccc(Br)cc1-c1noc(-c2ccccc2F)n1,-2,-6,.,-2.1,0.2,10,2,1.6,5
Cc1sc2ncn3cnnc3c2c1C,16,11,-9,-1.2,1.1,0,-3,.,11
c1ccc(-n2cnnc2SCc2cn3ccccc3n2)cc1,-11,-23,2,-0.2,1.4,3,-2,1.5,7
O=C(CN1C(=O)c2ccccc2C1=O)NNC1=NS(=O)(=O)c2ccccc21,0,-19,-6,1.4,0.8,4,-9,-0.78,0
CNC(=O)c1sc(N2N=C3/C(=C/c4ccccc4)CCCC3C2c2ccccc2)nc1C (stereo not drawn),4,-5,.,-9.2,-0.5,-2,-4,.,16
O=C(COc1ccccc1)NC1CCS(=O)(=O)C1 (stereo not drawn),1,-2,6,0.9,0.7,24,.,0.42,4
CCc1sc(NC(=O)CN2CCOCC2)nc1-c1ccccc1,5,1,-3,-3.4,0.4,-1,-2,-0.37,5
CN(C)S(=O)(=O)c1cccc(C(=O)NCCc2ccccc2)c1,3,-10,-9,0.5,0.6,8,0,-0.61,14
CC(=O)N(CC1CCCO1)C1(C(=O)NC2CCCC2)CCCCC1 (stereo not drawn),3,-20,-2,0.4,-0.1,-1,-2,-0.04,2
Cc1ccnc(SCCn2c(N3CCC(C)CC3)nc3c2c(=O)n(C)c(=O)n3C)n1,.,.,11,-1.8,-0.1,0,.,-0.0029,.
Cc1ccc(C2CC(c3cccc(C)c3)n3ncnc3N2)cc1 (stereo not drawn),4,-11,1,-0.6,0.9,3,-3,1,12
O=C(CSc1nncn1-c1ccccc1)c1c[nH]c2ccccc12,-3,-6,-4,-0.4,1.3,13,-2,0.61,3
COc1ccc(-c2nnn(CC(=O)N(CCO)C(C(=O)NC3CCCC3)c3ccncc3)n2)cc1 (stereo not drawn),-2,-7,14,0.8,3.2,19,5,-0.0045,12
Cc1ccc(S(=O)(=O)N2CCC(C(=O)O)CC2)cc1C(=O)O,5,-20,-2,2.5,0.9,-8,5,0.59,13
CCCCc1nc(Cl)c(C#N)c2c1CCCC2,-3,-17,1,1.5,-0.1,2,-15,0.84,9
Cc1ccc(C(=O)CSc2nnc3c4ccccc4nc(Cc4ccccc4)n23)cc1,3,-10,-6,0.8,0.9,3,-10,-0.81,16
CCOC(=O)N1CCC(N2CCCC(C(=O)c3ccccc3OC)C2)CC1 (stereo not drawn),1,.,.,1.2,0.1,-25,0,.,5
O=C(/C=N/O)Nc1ccccc1C(=O)O,5,2,-2,-1.0,-0.1,1,0,.,10
O=c1n(Cc2ccc(F)cc2)nc2n1-c1ccccc1SC2,-8,4,6,13,-0.4,13,-1,-2,6
CCN1C(=O)N/C(=C/c2ccc(Sc3ccc(C)cc3)o2)C1=O,4,-11,0,-0.5,-0.1,0,2,0.058,10
Oc1ccc(/C=N/N(Cc2ccccc2)c2ccccc2)cc1,-5,-2,2,-3.2,-0.2,-5,-8,-0.99,.
CSc1nnc(COc2ccc(C)cc2)n1N,4,-11,4,-0.7,0.3,13,3,-0.49,14
COc1ccc(N2CCN(C(=O)Cc3nn(C)c(=O)c4ccccc34)CC2)cc1,0,-3,2,-0.9,0.1,1,3,-3,17
COc1ccc(C2C3=C(CC(C)(C)CC3=O)Nc3c2c(=O)[nH]c(=O)n3Cc2ccccc2)cc1OC (stereo not drawn),2,-24,9,-0.2,-0.3,6,-2,0.087,13
CC(C)C(=O)NC(c1ccco1)c1ccc2cccnc2c1O (stereo not drawn),0,-205,4,-21,3.9,2,3,-0.17,16
COc1ccccc1C1SCCN1C(=O)c1ccc([N+](=O)[O-])cc1 (stereo not drawn),-2,-15,4,4.2,0.4,-1,-13,-1.2,13
CS(=O)(=O)c1ccc(C(=O)OCC(=O)NC23CC4CC(CC(C4)C2)C3)cc1[N+](=O)[O-],0,-5,-8,0.4,1.8,2,-1,1.8,11
O=C(N/N=C\c1ccc[nH]1)C1COc2ccccc2O1 (stereo not drawn),5,4,.,2.3,-0.9,29,2,0.39,13
Cc1ccc(-n2c(SCC(=O)NCc3ccco3)nc3c([nH]c4ccccc43)c2=O)cc1,2,-2,.,0.7,1.0,3,4,1.1,4
COc1cc(CNC(=O)c2ccc(Cn3nc(C)c(Cl)c3C)o2)cc(OC)c1,5,-15,2,1.0,0.4,1,-2,.,5
CC1CCCCC1NC(=S)NC(=O)c1ccccc1Br (stereo not drawn),7,-11,13,1.9,0.4,5,-6,22*,7
COc1ccc(CCN2C(=O)NC(NC(=O)C(C)(C)C)(C(F)(F)F)C2=O)cc1OC (stereo not drawn),3,-4,9,0.6,0.0,0,-3,0.35,12
COc1ccc(/C(N)=N/OC(=O)c2ccc(C)c([N+](=O)[O-])c2)cc1,0,-7,0,-1.1,0.0,-18,-1,0.026,2
CCC(=O)N1CCN(c2ccccc2NC(=O)Cc2ccc(Cl)cc2)CC1,5,2,-1,-1.8,-0.1,-1,-2,-1,15
CN1CCCC2(CCCN(Cc3nc(Cc4cccc(C(F)(F)F)c4)no3)C2)C1 (stereo not drawn),-2,.,.,2.9,-0.3,5,-3,-0.49,7
CCOc1cc(CNc2ccc(S(N)(=O)=O)cc2)cc(Cl)c1OC,0,-26,7,2.0,0.6,5,-11,0.025,0
O=C1CC(N2CCSCC2)C(=O)N1c1cccc(Cl)c1 (stereo not drawn),9,-14,13,-0.2,0.0,-1,5,0.44,6
COC(=O)c1cc(OC)c(OC)c(OC)c1[N+](=O)[O-],0,3,-3,-0.6,-0.8,33,3,0.017,10
